Compound activity deposited in PubChem BioAssay by National Center for Advancing Translational Sciences (NCATS).
EPAC2 antagonist: antagonists of human EPAC2; Q8WZA2; EPAC2 GEF exchange of Rap1B-BODIPY-GDP, fluorescence; Potency, µM (highest dose often 114 µM), for inactives: at the highest dose activity, negative = inhibition, hits mostly inhibitors; 360,000 tested, 0.18% active; AID 720708; further: potency means the concentration at half of the fitted maximal effect; on the % scale 0 is the no-effect control and ±100 the full control effect; nearly all actives have a fitted effect of over 45% in size; many of its hits are not listed in these tables
D3 antag: antagonists of human D3 dopamine receptor; max response, negative = inhibition, %; D3R cells, DiscoveRx beta-arrestin luminescence, antagonist mode; stronger effect = lower value; P35462; AID 652054; 360,000 tested, 2.5% active; in the data active means max response below about -50%; inconclusive means no clear call, values can overlap the other calls; further: on the % scale 0 is the no-effect control and ±100 the full control effect; mostly tested at two doses, the higher about 12 µM
Target sequence (P35462 whole entry, looked up): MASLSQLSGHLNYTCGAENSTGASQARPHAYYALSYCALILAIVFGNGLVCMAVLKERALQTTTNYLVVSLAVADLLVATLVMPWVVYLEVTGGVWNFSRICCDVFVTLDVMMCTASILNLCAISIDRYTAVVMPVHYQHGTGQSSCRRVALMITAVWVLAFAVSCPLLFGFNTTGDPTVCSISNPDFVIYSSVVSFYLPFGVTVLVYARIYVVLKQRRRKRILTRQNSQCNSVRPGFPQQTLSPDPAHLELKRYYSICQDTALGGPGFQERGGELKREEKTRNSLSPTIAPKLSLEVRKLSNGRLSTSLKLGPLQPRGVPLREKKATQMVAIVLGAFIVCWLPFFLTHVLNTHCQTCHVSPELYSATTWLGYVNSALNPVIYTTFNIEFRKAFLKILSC
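Cells plated overnight at 1500 cells/well, then exposed to library compounds with dopamine controls for 90 minutes at 37 degrees C. DiscoveRx reagent added for 30–60 minutes at room temperature; luminescence read, quantitative HTS format.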
PTHR1 agonist: agonists of human PTHR1 parathyroid hormone receptor. Q03431. HEK293 GP2 PTHR1 cells, GloSensor cAMP luminescence, 1 h. Potency, µM (top dose mostly 115 µM), inactives show top-dose activation, most hits filed as activators. 410,000 tested, 0.075% active; further: potency means the concentration at half of the fitted maximal effect; nearly all actives have a fitted effect of over 55% in size; some results filed as inactive show a strong effect at the top dose; inactives centre near -15; many of its hits are not listed in these tables
Target sequence (Q03431 whole entry, looked up): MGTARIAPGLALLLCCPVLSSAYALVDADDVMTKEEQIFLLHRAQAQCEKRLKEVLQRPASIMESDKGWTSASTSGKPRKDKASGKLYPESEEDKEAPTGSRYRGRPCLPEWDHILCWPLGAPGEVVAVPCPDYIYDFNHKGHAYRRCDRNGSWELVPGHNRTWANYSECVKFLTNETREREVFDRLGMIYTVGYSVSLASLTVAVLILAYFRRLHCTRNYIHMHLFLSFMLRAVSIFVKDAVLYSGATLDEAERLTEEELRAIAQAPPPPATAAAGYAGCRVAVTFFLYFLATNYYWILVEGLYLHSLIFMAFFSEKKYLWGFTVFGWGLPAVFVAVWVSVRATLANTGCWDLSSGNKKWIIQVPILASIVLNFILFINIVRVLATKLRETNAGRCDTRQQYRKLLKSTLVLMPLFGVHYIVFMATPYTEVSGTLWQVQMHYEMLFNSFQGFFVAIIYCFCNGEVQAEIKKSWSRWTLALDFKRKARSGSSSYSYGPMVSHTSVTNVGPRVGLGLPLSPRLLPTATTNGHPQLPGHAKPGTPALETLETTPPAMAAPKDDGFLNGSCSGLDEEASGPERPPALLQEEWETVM
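HEK-293-derived GP2 cells expressing PTHR1 and a GloSensor cAMP reporter, 3,000/well, plated overnight, given luciferin plus IBMX (each 0.5 mM as added) for 1 h at 37 °C, then compound for 1 h at 37 °C. Luminescence was read after 15 min at room temperature.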
EPAC2 agonist: activates human EPAC2 exchange factor; 360,000 tested, 0.079% active; AID 720711; EPAC2 activation, biochemical qHTS; response scale: 100% = 6.5 mM cAMP response; Potency, µM (series often up to 154 µM), inactives show at the top dose activation, usual class: activators; further: potency means the concentration at half of the fitted maximal effect; nearly all actives have a fitted effect of over 50% in size
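Each well held 100 nM EPAC2, 250 nM RAP1B-BODIPY-GDP and 50 uM GDP. Fluorescence, read at 5-min intervals to 30 min, was referenced to a 6.5 mM cAMP positive control.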
DRD3 agonist: agonists of human D3 dopamine receptor; max activation, %; P35462; D3R DiscoveRx beta-arrestin cells, luminescence, 90 min; AID 652048; 410,000 tested, 0.58% active; in the data active means max activation above about 30%; further: 0% is about no effect; mostly tested at two doses, the higher about 12 µM
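Agonist-mode cell screen: cells plated at 1500/well and incubated overnight at 37 °C, then exposed to library compounds for 90 min at 37 °C. Detection reagent was added for 30–60 min at room temperature, and luminescence was read.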
CCT modulator: changes cytosolic chaperonin activity. purified chaperonin ATPase assay, HTRF ADP detection, 30 min. activity change, % (no concentration beside the values), hits read low. 360,000 tested, 0.3% active. AID 651819; in the data active means activity change below about -30%; further: on the % scale 0 is the no-effect control and ±100 the full control effect
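TRiC at 40 or 20 nM final (batch-dependent) in 30 mM Tris pH 7.4, 100 mM KCl, 5 mM MgCl2, 1 mM DTT, with compound at single 76 uM and 10 uM ATP, 30 min at 37 deg C. ADP detected by HTRF Transcreener, 665/615 ratio.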
Mm-Cpn inhibitor: inhibitors of Methanococcus maripaludis chaperonin (MmCpn); AID 504842; purified Mm-Cpn ATPase, ADP Transcreener TR-FRET; 330,000 tested, 0.031% active; Potency, µM (top dose mostly 76.9 µM), for the others: at the top dose activity, negative = inhibition, usual class: inhibitors; further: potency means the concentration at half of the fitted maximal effect; on the % scale 0 is the no-effect control and ±100 the full control effect; nearly all actives have a fitted effect of over 80% in size
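ATPase turnover read by TR-FRET ADP competition (Eu cryptate antibody/ADP-d2, 665/590 nm): 10uM ATP final, 25nM Mm-CPN final, 30 min 37degC after 10-min compound preincubation, pH 7.4 Tris/KCl/MgCl2/DTT buffer.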
pAkt inh: Akt phosphorylation inhibition; 360,000 tested, 0.32% active; AID 651550; activity change, % for hits at 50 µM; Neuro2A IGF-stimulated pAkt S473 HTRF, 20 min; stronger effect = lower value; in the data active means activity change below about -80%; inconclusive means mostly about -51% to -80%; further: on the % scale 0 is the no-effect control and ±100 the full control effect
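Neuro2A cells (4,500/well, DMEM with 0.5% FBS) were treated with compound at a single 50 µM final concentration, stimulated with 6 nM IGF for 20 min at 37 °C, and lysed. Phospho-Akt Ser473 was read by HTRF as 665/615 ratio ×10^4.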
The depositor's hits bear a star; i = inactive; ? = inconclusive; . = not tested or not shown; [ ] = remark or other dose. Unless noted, the call rests on the fitted dose curve; in most records, active means well fitted curve in the direction sought with a large enough effect; inconclusive means small, poorly fitted or top-dose-only effect, or another doubt; inactive means no such curve, though single readings can be large; an effect the other way counts as inactive or inconclusive. A portion of the library; count on the stated rates, not on these rows.

cpd | canonical_smiles | EPAC2 antagonist | D3 antag | PTHR1 agonist | EPAC2 agonist | DRD3 agonist | CCT modulator | Mm-Cpn inhibitor | pAkt inh
1 | CC(=O)c1ccc(OC(C)C)c(Cc2c(O)nc(N)[nH]c2=O)c1 | -7% | 3 | -23% | -9% | -7 | 0.6 | -1% | i
2 | Cc1cc(S(=O)(=O)N2CCOCC2)ccc1OCC(=O)NCC1CCCO1 (configuration not stated) | 26% | -15 | 0% | 16% | -16 | -1.2 | 0% | i
3 | COc1ccc(C(=O)c2ccc(Br)cc2)c(OC)c1OC | ? | -3 | -39%[inhibitor] | 11% | 4 | 1.6 | . | i
4 | O=C(CN1CCN(c2ccc(O)cc2)CC1)N1CCc2ccccc21 | 3% | ? | -7% | 9% | -27 | -1.6 | -2% | i
5 | Cc1ccc2[nH]cc(S(=O)(=O)c3ccc(F)cc3)c(=O)c2c1 | -2% | 1 | i | 7% | 1 | -4.0 | 2% | i
6 | O=C(Nc1nnc([C@@H]2C[C@H](O)[C@@H](CO)O2)s1)NC(c1ccccc1)c1ccccc1 | -3% | 5 | 18% | 9% | 4 | -1.2 | . | .
7 | CCOc1cc(CNc2ccc(N3CCCC3)cc2)cc(Cl)c1OC | 0% | -15 | -27% | 0% | -4 | 1.8 | -6% | i
8 | COc1cccc(C(=O)NCCCn2ccnc2)c1 | 2% | -1 | -1% | 9% | -5 | -1.3 | 0% | i
9 | CCOC(=O)N1CCC(NC(=O)CCS(=O)(=O)c2ccc3c(c2)CCN3C(C)=O)CC1 | -1% | 11 | i | 0% | -1 | -1.9 | -2% | i
10 | c1ccc(Cc2cc(-c3ccccc3)on2)cc1 | 12% | -29 | ? | 13% | 13 | 1.4 | 0% | i
11 | COC(=O)c1c(-c2cccs2)csc1NC(=O)CN1CCOCC1 | -12% | 19 | -78%[inhibitor][57.5 µM] | -2% | 0 | -1.2 | -5% | i
12 | Cn1c(SCC(=O)NCc2ccco2)nnc1C1CC1 | 3% | 7 | i | 1% | -5 | -22 | 0% | i
13 | Cn1cc(/C=N/n2cnc3scc(-c4ccc(Cl)cc4)c3c2=O)c2ccccc21 | 5% | -27 | -3%[57.5 µM] | -4% | -4 | -2.2 | 0% | i
14 | Nn1c(SCc2cccc(Br)c2)nnc1-c1ccncc1 | 4% | 11 | i | -4% | 17 | -1.7 | 1% | i
15 | O=C(c1cncc(Br)c1)N1CCN(S(=O)(=O)c2ccc3ccccc3c2)CC1 | -1% | 8 | -26% | 4% | 7 | 0.8 | 2% | i
16 | COc1ccc(OCc2cc(C(=O)N3CCCC(O)C3)no2)c2ccccc12 (configuration not stated) | -2% | 12 | -20% | 7% | -1 | -1.5 | 1% | i
17 | Cc1ccc(NC(=O)CSc2n[nH]c(-c3cccnc3)n2)cc1Cl | -5% | 0 | -8% | 9% | 8 | -2.8 | -1% | i
18 | CC1C(=O)NN=C1C(=O)N/N=C\c1ccc(O)cc1O (configuration not stated) | 18% | -8 | -13% | 10% | -18 | -5.3 | -3% | i
19 | CCOC(=O)c1cc(C)sc1/N=C/C1C(=O)CCCC1=O | 4% | 9 | i | -3% | 14 | -6.6 | 0% | i
20 | CCC1(CC)NC(=O)N(CC(=O)OCC(=O)Nc2ccccc2OC(F)F)C1=O | 5% | 5 | -21% | 9% | 3 | -1.0 | 2% | i

Entries of single compounds from above.
Profile of COc1ccc(C(=O)c2ccc(Br)cc2)c(OC)c1OC → EPAC2 antagonist: ?; D3 antag: -3; PTHR1 agonist: -39%[inhibitor]; EPAC2 agonist: 11%; DRD3 agonist: 4; CCT modulator: 1.6; Mm-Cpn inhibitor: .; pAkt inh: i
Profile of CC1C(=O)NN=C1C(=O)N/N=C\c1ccc(O)cc1O (configuration not stated) → EPAC2 antagonist: 18%; D3 antag: -8; PTHR1 agonist: -13%; EPAC2 agonist: 10%; DRD3 agonist: -18; CCT modulator: -5.3; Mm-Cpn inhibitor: -3%; pAkt inh: i

More results.
cpd | canonical_smiles | EPAC2 antagonist | D3 antag | PTHR1 agonist | EPAC2 agonist | DRD3 agonist | CCT modulator | Mm-Cpn inhibitor | pAkt inh
21 | CCn1c2ccccc2c2cc(N=C3SC(CC(=O)Nc4ccccc4OC)C(=O)N3C)ccc21 (configuration not stated) | -4% | 9 | -8% | -7% | 1 | 0.3 | ? | i
22 | CCOc1ccccc1C(=O)NCC(=O)NCCCSc1ccccc1 | 6% | -12 | -25% | -2% | 4 | -3.2 | 1% | i
23 | CN(CC(=O)Nc1cccc(F)c1)C(=O)C1CCN(C(=O)c2ccc(Cl)cc2)CC1 | -15% | 0 | -55%[inhibitor] | 1% | 0 | 1.3 | -1% | i
24 | O=C(NCCS(=O)(=O)NCc1ccc2c(c1)OCO2)c1ccccc1 | -2% | 25 | i | 3% | -2 | 0.4 | 1% | i
25 | COc1ccc2[nH]cc(CCCN3C(=O)c4ccccc4C3=O)c2c1 | -11% | -11 | -2% | 13% | -14 | -2.9 | -3% | i
26 | COc1ccc(NC(=O)C2Cc3c(-c4cccc(F)c4)ccnc3O2)cn1 (configuration not stated) | -18% | 46 | -19% | 0% | 3 | -0.6 | . | i
27 | O=Cc1cccn1-c1ccc(O)cc1 | -3% | -16 | -16% | 2% | 7 | -2.2 | -3% | i
28 | CCn1ccnc1CN(C)Cc1cn[nH]c1-c1ccc(OC)c(F)c1 | 2% | 16 | i | 3% | 14 | -4.1 | 7% | i
29 | CCc1nn(C(C)C(=O)NCCc2ccc(OC)c(OC)c2)c(=O)c2cc3occc3n12 (configuration not stated) | 15% | 0 | i | -2% | 5 | 1.2 | 1% | i
30 | O=C(NCc1ccccn1)c1ccccc1OCc1ccc(Cl)cc1Cl | ? | -11 | -35%[inhibitor] | 18% | 1 | -3.7 | -2% | i
31 | Cc1cc(C(=O)Nc2ccccc2N2CCOCC2)c(C)o1 | -13% | 5 | i | 7% | 12 | 1.5 | 0% | i
32 | COCCNC(=O)C(c1ccc(F)cc1)N(CCOC)C(=O)CCC(=O)Nc1nccs1 (configuration not stated) | -25% | 0 | -16% | -4% | 1 | 0.5 | 0% | i
33 | COc1ccc(S(=O)(=O)N(CCc2ccccc2)CC(=O)O)cc1C | -3% | 2 | -13%[57.5 µM] | -3% | 2 | -4.3 | 2% | i
34 | Cc1ccc(C)c(S(=O)(=O)N2CCN(C(=O)C3CCN(C(=O)c4ccc(F)cc4)CC3)CC2)c1 | -3% | 11 | -80%[inhibitor] | -2% | 6 | -1.2 | 2% | i
35 | COc1ccc(C)cc1NC(=O)CSc1nc2ccccc2nc1N1CC(C)OC(C)C1 (configuration not stated) | -8% | 16 | -2% | -5% | -5 | -2.0 | -6% | i
36 | COc1cccc(CC(=O)OCC(=O)c2cc(OC)ccc2OC)c1 | -10% | -21 | 19% | 23% | 0 | 0.0 | -1% | i
37 | O=C(NC1CCCC1)c1cccnc1N1CCCCCC1 | 2% | 7 | i | 5% | 10 | -0.7 | 0% | i
38 | Cc1ccc(Cl)cc1N1CCN(C(c2ccc(C#N)cc2)c2nnnn2C2CCCC2)CC1 (configuration not stated) | -2% | -27 | ? | 12% | -2 | -0.6 | 2% | .
39 | COc1ccc(NS(=O)(=O)c2cccc(C(=O)NNC(=O)c3ccccc3OC)c2)cc1 | 16% | 26 | -20% | 10% | 1 | 5.6 | 0% | i
40 | CCN(CC)CCN(C)C(=O)c1[nH]c(C(F)(F)F)nc1-c1ccccc1 | -22% | 8 | 2% | 3% | -4 | 1.2 | . | i

Continued; the last three above are carried over.
nr	smiles	EPAC2 antagonist	D3 antag	PTHR1 agonist	EPAC2 agonist	DRD3 agonist	CCT modulator	Mm-Cpn inhibitor	pAkt inh
38	Cc1ccc(Cl)cc1N1CCN(C(c2ccc(C#N)cc2)c2nnnn2C2CCCC2)CC1 (configuration not stated)	-2%	-27	?	12%	-2	-0.6	2%	.
39	COc1ccc(NS(=O)(=O)c2cccc(C(=O)NNC(=O)c3ccccc3OC)c2)cc1	16%	26	-20%	10%	1	5.6	0%	i
40	CCN(CC)CCN(C)C(=O)c1[nH]c(C(F)(F)F)nc1-c1ccccc1	-22%	8	2%	3%	-4	1.2	.	i
41	CCc1ccc(CN2CCC(N3CCC(C(=O)N4CCCC4)CC3)CC2)o1	3%	20	-7%	0%	0	0.2	-7%	i
42	CC(C)CC(=O)Nc1ccnc(-c2ccncc2)n1	19%[57.1 µM]	14	i	8%	0	-0.5	0%	i
43	CC(C)c1ccc(C(=O)NCCCNC(=O)c2cnccn2)cc1	-9%	-1	i	-11%	6	0.6	1%	i
44	COc1ccc(C(=O)N2CCC(N3CCN(c4ccccc4)CC3)CC2)cc1	-6%	-19	i	16%	1	-1.8	-2%	i
45	CN(c1ccc(C(=O)Nc2cccc([N+](=O)[O-])c2)cc1)S(C)(=O)=O	2%	-18	-28%	17%	-8	-3.2	-2%	i
46	COc1ccc(-c2csc3ncnc(N4CCN(c5ccc(OC)cc5)CC4)c23)cc1	5%	81	-16%	2%	29	0.9	-7%	i
47	COc1cc2c(cc1CNC[C@H]1O[C@@H](n3cnc4c(N)ncnc43)[C@H](O)[C@@H]1O)OCO2	0%	7	-21%	3%	39*	0.2	2%	i
48	COc1ccccc1OCCC(=O)OCC(=O)Nc1ccc2c(c1)OCO2	-9%	-3	-8%	11%	6	-0.9	1%	i
49	CCCC(NC(=O)CNC(=O)C(C)(C)C)C(=O)O (configuration not stated)	0%	-17	i	1%	-5	-3.6	-1%	i
50	CC(C)c1nnc(NC(=O)CSc2ncn[nH]2)s1	1%	-3	i	12%	-3	-0.7	?	i
51	Cc1cccc(NC(=S)NC(=O)CCc2ccccc2)c1	-4%	7	i	21%	3	-1.4	0%	i
52	COc1ccc(CNC(=O)CSc2n[nH]c(N)n2)cc1OC	7%	-4	-6%	5%	-6	0.7	1%	i

Reprinted at random: 2 entries already listed
nr	smiles	EPAC2 antagonist	D3 antag	PTHR1 agonist	EPAC2 agonist	DRD3 agonist	CCT modulator	Mm-Cpn inhibitor	pAkt inh
51	Cc1cccc(NC(=S)NC(=O)CCc2ccccc2)c1	-4%	7	i	21%	3	-1.4	0%	i
47	COc1cc2c(cc1CNC[C@H]1O[C@@H](n3cnc4c(N)ncnc43)[C@H](O)[C@@H]1O)OCO2	0%	7	-21%	3%	39*	0.2	2%	i
